Cdc25B block = human M-phase inducer phosphatase 2 inhibition; recombinant Cdc25B, OMFP fluorescence Ex485/Em525; inhibition, %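 (compounds tested at 10 µM final in the well)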; actives 0.1% (n = 65,000); AID 368; in the data active = inhibition above about 50%
MMP13 inh = MMP13 (human) collagenase inhibition. P45452. MMP-13 fTHP FRET cleavage, Mca fluorescence. inhibition, % at 4 µM. actives 0.07% (n = 65,000);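 active = inhibition above the mean of compound-free control plate wells plus 3 SD, cut at about 14% in these data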;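 also: 0% = DMSO wells and 100% = wells with reference MMP-13 inhibitor after basal subtraction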
DUSP1 inh = human dual specificity phosphatase 1 inhibition. P28562. recombinant MKP-1, OMFP hydrolysis fluorescence. AID 374. inhibition, %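 (compounds tested at a single concentration somewhere between 10 and 100 µM)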. actives 0.15% (n = 65,000);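 active = inhibition above about 50%, limit read from the data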;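 also: 0% = DMSO max control wells and 100% = wells with enzyme stopped by NaOH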
TNAP act DEA = activators of human TNAP at intermediate phosphate acceptor; P05186; purified TNAP, CDP-star luminescence, 100 mM DEA, 30 min; stronger effect = higher value; scale: 0 levamisole-inhibited, 1 vehicle-only enzyme; activation factor at 20 µM; 64,000 tested, under 10 active; AID 813;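 active = activation factor of at least 2 at 20 µM, relative to controls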
HEK293 NFkB inh = inhibitors of the PMA/ionomycin-induced NF-kB reporter in HEK293 cells; inhibition, % at 3 µM; HEK-293 NF-kB luciferase reporter, luminescence; AID 465; actives 0.21% (n = 62,000);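 active = inhibition above the mean of all tested compounds plus 3 SD, cut at about 40% in these data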;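 also: 0% = stimulated DMSO wells and 100% = 10 µM reference inhibitor 5653914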
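Material: HEK-293 cells with stable firefly luciferase reporter driven by four HIV NF-kB elements / Also added: PMA plus ionomycin mix as NF-kB-activating stimulus / Compound dosing: 3 µM once, 0.30% DMSO / Times: 1 h pretreatment, 16 h stimulation, 37 °C / Signal: luminescence / Evaluation: per-plate % inhibition versus controls / Benchmarks: DMSO and 10 µM reference inhibitor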
PKA inh = inhibitors of human protein kinase A; P17612; PKA Kemptide phosphorylation, Kinase-Glo ATP luminescence; inhibition, % at 6 µM; actives 0.1% (n = 65,000);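 active = inhibition above the screen-wide mean inhibition plus 3 SD, cut at about 21% in these data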; also: many of its hits are not listed in these tables
ROCK2 inh = ROCK2 (human) kinase inhibition; purified ROCK2, Kinase-Glo ATP depletion luminescence; inhibition, % at 6 µM; O75116; actives 0.35% (n = 60,000);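 active = inhibition above the screen-wide mean inhibition plus 3 SD, cut at about 18% in these data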;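 also: plate controls were DMSO wells for no effect and Y-27632 control wells after no-enzyme background subtraction for full effect; many of its hits are not listed in these tables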
Target sequence (O75116 whole entry, looked up): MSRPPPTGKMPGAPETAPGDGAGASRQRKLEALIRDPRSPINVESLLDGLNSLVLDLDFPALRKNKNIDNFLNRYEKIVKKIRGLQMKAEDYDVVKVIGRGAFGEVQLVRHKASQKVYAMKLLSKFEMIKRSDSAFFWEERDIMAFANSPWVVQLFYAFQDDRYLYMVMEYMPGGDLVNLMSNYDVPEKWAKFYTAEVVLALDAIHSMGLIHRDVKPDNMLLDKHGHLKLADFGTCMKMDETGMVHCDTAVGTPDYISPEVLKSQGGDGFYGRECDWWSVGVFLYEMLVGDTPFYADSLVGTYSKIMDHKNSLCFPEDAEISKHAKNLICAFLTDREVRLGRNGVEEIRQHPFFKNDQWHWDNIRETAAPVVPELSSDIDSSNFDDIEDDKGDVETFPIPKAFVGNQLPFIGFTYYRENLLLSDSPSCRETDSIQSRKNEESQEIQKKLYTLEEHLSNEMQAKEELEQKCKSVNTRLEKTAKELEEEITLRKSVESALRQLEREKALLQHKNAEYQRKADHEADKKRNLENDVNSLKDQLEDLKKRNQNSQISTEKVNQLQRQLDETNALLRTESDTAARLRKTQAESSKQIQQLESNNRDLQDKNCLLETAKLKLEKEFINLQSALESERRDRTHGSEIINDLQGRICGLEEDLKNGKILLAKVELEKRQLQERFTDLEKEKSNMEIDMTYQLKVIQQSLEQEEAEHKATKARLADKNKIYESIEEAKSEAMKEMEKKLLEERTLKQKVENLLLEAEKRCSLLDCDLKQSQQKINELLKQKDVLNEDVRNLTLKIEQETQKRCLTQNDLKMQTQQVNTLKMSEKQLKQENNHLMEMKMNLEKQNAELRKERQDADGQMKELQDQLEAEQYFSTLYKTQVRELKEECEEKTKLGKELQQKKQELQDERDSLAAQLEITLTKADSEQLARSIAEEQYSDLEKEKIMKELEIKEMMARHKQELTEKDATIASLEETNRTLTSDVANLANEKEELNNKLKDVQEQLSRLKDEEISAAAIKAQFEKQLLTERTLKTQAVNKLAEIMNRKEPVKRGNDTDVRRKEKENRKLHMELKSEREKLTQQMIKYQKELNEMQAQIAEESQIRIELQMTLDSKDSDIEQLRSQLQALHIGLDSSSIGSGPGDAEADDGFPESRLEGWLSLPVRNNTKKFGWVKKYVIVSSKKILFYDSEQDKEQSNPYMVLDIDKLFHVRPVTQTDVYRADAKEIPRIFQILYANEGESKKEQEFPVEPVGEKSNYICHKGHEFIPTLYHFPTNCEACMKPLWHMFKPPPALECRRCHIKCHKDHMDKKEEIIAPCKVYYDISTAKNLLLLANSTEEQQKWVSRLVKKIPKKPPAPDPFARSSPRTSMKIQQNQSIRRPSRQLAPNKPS
Jurkat viability = cytotoxicity toward Jurkat cells. Jurkat E6.1 viability, ATP luminescence, 48 h. inhibition, % at 4 µM. actives 1.2% (n = 56,000);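 active = inhibition above the mean inhibition of all tested compounds plus 3 SD, cut at about 28% in these data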
JNK3 blocker = inhibitors of human JNK3 kinase | purified JNK3 kinase activity, HTS | inhibition, % at 8 µM | actives 0.61% (n = 60,000); in the data active = inhibition above about 17%;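 also: 0% = DMSO and 100% = reference inhibitor; many of its hits are not listed in these tables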
Starred values were filed as active, the others as inactive; / = no result given; [ ] = another dose, or the depositor's remark.

SMILES	Cdc25B block	MMP13 inh	DUSP1 inh	TNAP act DEA	HEK293 NFkB inh	PKA inh	ROCK2 inh	Jurkat viability	JNK3 blocker
CCCCNC(=O)C(C#N)c1nc2ccccc2nc1N1CCN(c2ccccc2F)CC1 (configuration not stated)	20	-10	-45	0.8	/	1	-7	/	-1
N#Cc1ccc(CSc2nnc(-c3cccc(S(=O)(=O)N4CCCCC4)c3)o2)cc1	-8	4	22	0.9	16	7	6	-5	3
Cc1cc(C)nc(Sc2ccc3nnc(C(F)(F)C(F)(F)C(F)(F)F)n3n2)n1	-15	1	4	0.9	-2	8	8	-3	2
O=C(Nc1ccc(N2CCOCC2)c(Cl)c1)c1cccnc1	-5	-1	13	0.9	10	-2	-1	3	-3
N#Cc1c(N)c(C(=O)c2ccc(Cl)cc2)n2c1CCC2	2	4	8	1	8	2	4	6	3
O=C(c1ccccc1)c1ccccc1C(=O)N1CCOCC1	-9	5	-2	1	16	-1	-7	12	-5
CCc1ccc(-c2nnn(Cc3nn[nH]n3)n2)cc1	7	5	-11	0.9	12	-1	-1	0	-8
Cc1ccc(S(=O)(=O)N2CCC(C(=O)O)CC2)cc1C(=O)O	-5	-8	-4	0.9	0	6	5	-7	3
C=CCn1c(-c2ccc(OC)c(OC)c2)n[nH]c1=S	17	-4	-15	0.9	/	-13	-7	/	2
CCOC(=O)C(C)Sc1nc2ccccc2c(=O)n1CC (configuration not stated)	-12	3	-10	1	17	2	-4	6	6
CCc1c(C)nc(SCC(=O)CC(=O)OC(C)C)c(C#N)c1C	-24	-20	8	0.9	21	7	-1	5	-2
CCOC(=O)CSc1nc(C2CC2)nc2ccccc12	-11	1	-41	0.9	1	10	8	2	7
Cc1[nH]c2ccccc2c1C(=O)CN1CCN(C2CCCCC2)CC1	2	-2	-6	0.9	15	1	4	6	5
COC(=O)c1ccccc1NC(=O)c1cc2n(n1)C(C(F)F)CC(C(F)F)N2 (configuration not stated)	-10	-3	15	1	31	3	2	-7	3
CCOC(=O)c1cc2c(=O)n3cccc(C)c3nc2n(Cc2cccnc2)c1=N	-2	-231[fluorescence artefact?]	-22	0.9	/	0	-3	/	3
O=C(N1CCOCC1)C12CC3CC(C1)CC(C(=O)N1CCOCC1)(C3)C2	0	3	-11	1.1	16	7	6	0	7
CCOc1cccc2c1OC1(C)CC2NC(=O)N1c1cccc(Cl)c1 (configuration not stated)	-2	-2	19	0.9	4	5	/	/	/
COc1ccc(Cn2c(=O)[nH]c3cc(C(=O)NCCCN4CCCC4)ccc3c2=O)cc1	-8	-1	-7	0.8	22	-1	/	/	/
COc1ccc(-n2ncc3c(N4CCCc5ccccc54)ncnc32)cc1	-1	0	8	1	-26	-4	/	/	/
COc1ccc(NC(=O)c2ccc(C(=O)c3ccccc3)o2)cc1	2	4	-7	0.9	3	10	6	2	-2

2 entries drawn at random from those above, as already listed:
SMILES	Cdc25B block	MMP13 inh	DUSP1 inh	TNAP act DEA	HEK293 NFkB inh	PKA inh	ROCK2 inh	Jurkat viability	JNK3 blocker
CCOC(=O)c1cc2c(=O)n3cccc(C)c3nc2n(Cc2cccnc2)c1=N	-2	-231[fluorescence artefact?]	-22	0.9	/	0	-3	/	3
O=C(c1ccccc1)c1ccccc1C(=O)N1CCOCC1	-9	5	-2	1	16	-1	-7	12	-5

Remaining list, next part:
SMILES	Cdc25B block	MMP13 inh	DUSP1 inh	TNAP act DEA	HEK293 NFkB inh	PKA inh	ROCK2 inh	Jurkat viability	JNK3 blocker
CCn1c(=N)n(CC(O)COc2cccc(C)c2)c2ccccc21 (configuration not stated)	-13	6	-6	0.9	1	3	1	-1	-3
Cc1cc2nc3c(c(=O)n2[nH]1)CCCC3	-7	-22	11	1	17	3	/	/	/
COc1ccc(OC)c(CNC(=O)Cc2c(C(=O)O)[nH]c3ccccc23)c1	-15	0	-3	1	17	11	/	/	/
CNc1cccccc1=S	11	8	9	1	8	11	4	-4	-4
CC(=NCc1ccco1)C1=C(O)c2ccccc2C1=O	2	-2	-8	0.9	0	6	5	-2	33*
CC1(C)NC(=O)N(CCOCCOc2cccc(Oc3ccccc3)c2)C1=O	-19	6	-7	0.9	18	11	8	5	-3
O=C(CN1CCOc2ccccc21)NCc1ccc(Cl)cc1	-16	5	-8	1	5	7	4	2	0
c1csc(-c2cnc3ccccc3n2)c1	6	-151[fluorescence artefact?]	7	0.9	-23	1	3	-4	25*
CCN1C(=O)CC(N2CCC(C(=O)OC)CC2)C1=O (configuration not stated)	-6	-2	0	0.9	-2	5	3	2	2
C=CCn1cc(C(=O)NCCOC)c(=O)c2cc(S(=O)(=O)N(CC)CC)ccc21	-8	-2	17	0.9	16	-1	-3	10	-4
OC(COc1c(F)cc(Br)cc1F)CN1CCN(c2ccc(F)cc2)CC1 (configuration not stated)	5	6	-5	0.9	1	-3	0	-3	0
COc1ccc(O)c(C(=O)c2cc(C#N)c(=O)n(-c3c(C)n(C)n(-c4ccccc4)c3=O)c2)c1	24	-12	4	1	16	-3	1	-10	-10
COC(=O)CCc1c(C)[nH]c(C(=O)OCc2ccccc2)c1C	3	-10	-26	0.8	/	4	-6	/	4
CN(Cc1ccccc1)c1ncnc2c1cnn2-c1ccccc1	-6	1	8	0.9	-25	7	/	/	/
CC(=O)c1ccc(NC(=O)CCn2c(=O)oc3ccccc32)cc1	2	6	4	0.9	10	-3	4	-4	0
O=C(CN1CCN(C2CCCCC2)CC1)Nc1ccccc1-c1ccccc1	-31	1	-7	0.9	12	4	/	/	/
c1ccc(-c2n[nH]c3c2CCC3)cc1	2	0	-11	0.3	-4	7	4	0	18*
COc1ccc(S(=O)(=O)N2CCC(C(=O)NCc3ccco3)CC2)cc1	-16	3	0	0.8	6	0	2	3	4
CCN(CC)S(=O)(=O)c1ccc2oc(C(=O)N3CCOCC3)c(C)c2c1	-5	8	3	0.9	16	-4	/	/	/
Cc1cc(C)c2c(n1)nn1c(N3CCN(c4ccccn4)CC3)cc(C)nc21	-10	-20	7	1	-4	2	6	0	-2

Some of these compounds in order of the PKA inh value, ascending:
Molecule | PKA inh
OC(COc1c(F)cc(Br)cc1F)CN1CCN(c2ccc(F)cc2)CC1 (configuration not stated) | -3
c1csc(-c2cnc3ccccc3n2)c1 | 1
CNc1cccccc1=S | 11

Other compounds:
SMILES	Cdc25B block	MMP13 inh	DUSP1 inh	TNAP act DEA	HEK293 NFkB inh	PKA inh	ROCK2 inh	Jurkat viability	JNK3 blocker
Brc1ccc(-c2nnc3sc(CN4CCc5ccccc5C4)cn23)cc1	7	1	2	1	11	0	2	-3	1
CCOC(=O)C1CCN(C(=O)c2ccc3snnc3c2)CC1	-5	-1	-16	/	12	-1	2	-4	1
O=C(CN1CCOCC1)Nc1ccc(C2CCCCC2)cc1	0	-4	-12	0.9	-26	3	3	-1	2
Cc1cc(Nc2nc3c(c(=O)n(C)c(=O)n3C)n2C)n(-c2ccccc2)n1	-2	4	6	1	2	8	1	-2	3
CCOC(=O)C1=C(C)N=c2s/c(=C\c3ccncc3)c(=O)n2C1c1ccc2c(c1)OCO2 (configuration not stated)	-19	-3	39	0.9	17	7	/	/	/
Clc1ccc2[nH]c3c(c2c1)CCc1cn[nH]c1-3	8	-2	23	1	-4	9	4	3	85*
CN(C)CCCN1C(=O)C(=O)/C(=C(/O)c2ccc3c(c2)OCCO3)C1c1ccco1 (configuration not stated)	1	-1	-12	1	15	2	2	2	0
NC(=O)c1ccccc1NS(=O)(=O)Cc1ccccc1	-1	-56[fluorescence artefact?]	5	0.9	14	8	5	-2	-1
CS(=O)(=O)Nc1ccccc1C(=O)N1CCOCC1	-11	6	3	0.8	10	10	8	-7	-1
O=C(COC(=O)C12CC3CC(CC(O)(C3)C1)C2)NC(=O)NCc1ccco1	2	-1	-7	1	36	1	0	5	7
CCc1c(C)nc2[nH]nc(-c3ccccc3)n2c1=O	-4	-13	8	0.9	-5	-5	4	-3	-9
Cc1ccc(OCCN2C(=O)CSC2=O)cc1	-2	3	0	1.1	1	-4	0	-2	-2
Cc1nc(N2CCN(Cc3ccccc3)CC2)nc2c1C(=O)CCC2	4	4	-3	1	15	6	2	3	0
Cc1cc(C)c(S(=O)(=O)NCc2cn3c(C)csc3n2)c(C)c1	-2	5	-5	0.9	6	6	7	7	-2
C=CCOc1ccc(C(=O)N(Cc2ccc(N(C)C)cc2)C2CCS(=O)(=O)C2)cc1 (configuration not stated)	10	3	17	1	4	-1	-7	4	-2
CCN1CCN(C(=O)Cn2c(=O)sc3ccccc32)CC1	-3	-2	3	1	4	8	5	0	1
Nc1nc(-c2ccccc2Br)cs1	0	5	-10	0.9	16	4	-4	5	-1
Cc1[nH]nc2c1C(=O)CCC2	-2	-1	-8	0.8	-6	2	2	-8	4
Cc1ccc(C2=[N+]([O-])C3(CCCCC/C3=N\O)N(O)C2(C)C)o1 (configuration not stated)	0	6	8	1	6	6	3	-8	-8
O=C(CSc1ncccc1-c1nc2ccccc2[nH]1)NC1CC1	6	-12	15	0.9	-2	4	1	-1	-4

Filtered by structure, the compounds so far with a COOH group
SMILES	Cdc25B block	MMP13 inh	DUSP1 inh	TNAP act DEA	HEK293 NFkB inh	PKA inh	ROCK2 inh	Jurkat viability	JNK3 blocker
Cc1ccc(S(=O)(=O)N2CCC(C(=O)O)CC2)cc1C(=O)O	-5	-8	-4	0.9	0	6	5	-7	3
COc1ccc(OC)c(CNC(=O)Cc2c(C(=O)O)[nH]c3ccccc23)c1	-15	0	-3	1	17	11	/	/	/

Additional structures follow.
SMILES	Cdc25B block	MMP13 inh	DUSP1 inh	TNAP act DEA	HEK293 NFkB inh	PKA inh	ROCK2 inh	Jurkat viability	JNK3 blocker
Cn1ccnc1SCC(=O)Nc1cccc2ccccc12	-2	-2	-4	0.8	2	5	6	-2	-1
O=C(C1CCC(=O)N1Cc1ccccc1Cl)N1CCN(c2cccc(Cl)c2)CC1 (configuration not stated)	7	4	8	0.9	15	-1	-2	9	-3
CC(C(=O)NCc1ccccc1)N1C(=O)CN(C)C(=O)c2ccccc21 (configuration not stated)	-7	2	3	1	2	7	3	-3	5
O=C(NC1CCCC1)C1C2C=CC3(CN(Cc4cccs4)C(=O)C13)O2 (configuration not stated)	-20	0	-2	1	-3	7	4	-10	-2
CCN(CC)CCN1C(=O)C(=O)/C(=C(/O)c2c(C)[nH]c(C(=O)OC)c2C)C1c1cccc(OC)c1 (configuration not stated)	-17	4	-27	0.9	/	3	13	/	-2
O=C1OC2(CCCCC2)OC(=O)C1=CNc1nccs1	4	-1	18	1.1	13	12	6	6	2
NC(=O)c1ccc2c(c1)OCCO2	-1	2	12	0.9	6	3	8	-1	6
CCCC(C(=O)NCc1ccco1)N(C(=O)CNS(=O)(=O)c1ccccc1)c1ccccc1OC (configuration not stated)	-12	-1	34	1	0	-8	-5	-1	2
CCOC(=O)N1CCC(NCCNC(=O)c2ccccc2)CC1	-10	3	11	0.9	11	1	/	/	/
O=C(CN1CCN(Cc2ccc3c(c2)OCO3)CC1)Nc1ccc2c(c1)OCCO2	-1	-1	5	0.9	7	-1	-2	5	2
c1csc(-c2nc3ccccc3[nH]2)c1	3	-76[fluorescence artefact?]	-4	0.9	-6	6	4	-3	1
CSc1nnc(-c2cnccn2)n1C	1	-2	2	0.9	10	8	0	4	-7
CCOc1ccccc1C(=O)NC1CC2CCCC(C1)N2C1CC1 (configuration not stated)	-23	4	-5	0.9	9	7	2	-4	1
CCNc1nc(NC(C)C)nc(Oc2ccc(OCCOc3ccccc3)nn2)n1	-12	4	35	0.9	11	-2	1	7	-6
CC(=O)c1cccc(N(C(=O)c2ccco2)C(C(=O)NC2CCCC2)c2ccncc2)c1 (configuration not stated)	-12	-9	-23	1	2	10	9	-8	-3
CS(=O)(=O)C1=C(O)C(=O)N(c2ccccc2)C1c1ccccc1 (configuration not stated)	-5	4	11	0.8	17	-8	-2	-16	-1
CCOC(=O)CN(C(=O)CSc1nnc(-c2ccncc2)n1CCCN(C)C)c1ccccc1	-2	0	0	0.8	8	11	5	-3	-5

Source: PubChem BioAssay
